# Source: PubChem
# KDM4C inh: inhibitors of GASC-1 (KDM4C) histone demethylase, primary screen, biochemical, single concentration HTS | 0.15% of 96,000 active | inhibition, % at 12.5 µM | GST-KDM4C 2-372, H3K9me3 peptide, LANCE TR-FRET | Lysine-specific demethylase 4C (Homo sapiens), Q9H3R0;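 active means mean replicate inhibition above about 25%, with at least 55% of replicates also reaching it, limit read from the data, passing the limit was not always enough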
# Target sequence (Q9H3R0 2-372 limits assumed): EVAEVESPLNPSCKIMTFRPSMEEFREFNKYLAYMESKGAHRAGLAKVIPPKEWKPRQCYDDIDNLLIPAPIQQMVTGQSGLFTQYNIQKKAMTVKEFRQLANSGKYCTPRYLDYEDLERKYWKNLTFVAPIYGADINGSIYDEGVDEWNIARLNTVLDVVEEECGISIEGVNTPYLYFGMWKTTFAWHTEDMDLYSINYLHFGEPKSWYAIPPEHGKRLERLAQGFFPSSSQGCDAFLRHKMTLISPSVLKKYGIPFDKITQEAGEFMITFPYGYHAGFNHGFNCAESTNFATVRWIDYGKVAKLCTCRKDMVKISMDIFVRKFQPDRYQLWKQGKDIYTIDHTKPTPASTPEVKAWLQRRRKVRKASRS
#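 Material: GST-tagged GASC-1 (JMJD2C) catalytic fragment, aa 2-372. Input: enzyme final amount 10 nM. Medium: HEPES buffer, pH 7.5, plus ascorbate. Reagent: H3K9me3 peptide substrate, Fe(II), 2-oxoglutarate. Doses: single dose. Times: reaction 30 min RT, detection step 1 h RT. Measured by: LANCE TR-FRET. Evaluation: Fall in 671/618 emission ratio as inhibition.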
# C diff HTS: C. difficile growth inhibitors, primary screen, HTS; Clostridium difficile clinical isolate growth, OD600, 24 h; active compounds read low; growth activity, negative = inhibition, % at 16 µg/mL (by protocol); AID 1259249, 2017; 0.25% of 86,000 active;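 active means mean growth activity at or below -80% and every replicate also at or below -80%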;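 further: 0% = DMSO wells and -100% = levofloxacin 16 µg/mL wells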
# Pf Dd2 inh: P. falciparum Dd2 growth inhibitors, primary screen, SYBR Green fluorescence, single dose replicates; 72 h; active compounds read low; activity change, % at 10 µM; 2.3% of 94,000 active; in the data active means activity change below about -80%
# Tcruzi prolif: T. cruzi intracellular proliferation inhibitors, primary screen, cell-based, beta-gal Tulahuen parasites, NIH3T3 host, luminescence; 5.9% of 77,000 active; inhibition, % at 8.34 µM; AID 624255, 2012; T. cruzi beta-gal in NIH3T3, GalScreen luminescence, 90 h;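 active means mean inhibition above about 93%, with at least 55% of replicates each passing it, limit read from the data, passing the limit was not always enough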
# Starred values were filed as active, the others as inactive; / = not tested or not shown; & = joins results of further samples.
SMILES,KDM4C inh,C diff HTS,Pf Dd2 inh,Tcruzi prolif
O=C(Cc1ccncc1)NCC[C@H]1CC[C@H](NC(=O)Nc2ccc(F)cc2)[C@H](CO)O1,-1.5,-2,14,-19
CN1C(=O)c2cc(NC(=O)c3cc(F)cc(F)c3)ccc2OC[C@H]2O[C@@H](CC(=O)O)CC[C@@H]21,-5.5,-7,-2,39
C[C@@H]1CN([C@@H](C)CO)C(=O)c2cccc(NC(=O)C3CC3)c2O[C@@H]1CN(C)S(=O)(=O)c1cn(C)cn1,2.0,7,31,11
C[C@H]1CN([C@@H](C)CO)C(=O)c2cc(C#CCN(C)C)cnc2O[C@H]1CN(C)C(=O)c1ccc2c(c1)OCO2,3.3,-2,8,/
COCCNC(=O)C[C@H]1C[C@@H]2c3cc(NS(=O)(=O)c4ccccc4)ccc3O[C@@H]2[C@H](CO)O1,-0.4,/,18,-22
C/C=C/c1ccc([C@@H]2[C@@H](CO)N(S(=O)(=O)CC)C23CN(C(=O)CC)C3)cc1,-0.1,6,-6,/
C[C@H]1CN([C@@H](C)CO)C(=O)c2cccc(NS(=O)(=O)c3ccc(Cl)cc3)c2O[C@@H]1CN(C)CC1CCCCC1,7.2,3,-6,27
O=C(c1ccc2c(c1)OCO2)N1CC[C@@H]2[C@H](CO)Nc3ccc(-c4ccccc4)cc3[C@@H]21,0.8,-13,19,87
CN1C(=O)c2cc(NC(=O)C3CC3)ccc2OC[C@H]2O[C@H](CC(=O)O)CC[C@H]21,-2.0,3,5,/
C[C@@H]1CN([C@@H](C)CO)C(=O)c2c(c3ccccc3n2C)-c2ccccc2CO[C@H]1CN(C)C(=O)Nc1ccccc1,-0.4,/,-55,23
Cc1noc(C)c1NC(=O)Nc1ccc2c(c1)C(=O)N([C@@H](C)CO)C[C@H](C)[C@@H](CN(C)C)OCCCC[C@H](C)O2,1.8,0,/,33
CC(C)NC(=O)NCC[C@H]1CC[C@H](NC(=O)CN(C)C)[C@@H](CO)O1,-0.9,/,6,8
CO[C@@H]1CN(C)C(=O)c2cc(NS(C)(=O)=O)ccc2OC[C@@H](C)N(C(=O)CN(C)C)C[C@H]1C,0.2,-2,-8,7
O=C(N[C@@H]1CC[C@H](CCNC(=O)C2CCC2)O[C@@H]1CO)c1ccccn1,-5.4,1,-3,/
CC(C)C#Cc1ccc2c(c1)O[C@H](CN(C)C(=O)c1ccccc1)[C@@H](C)CN([C@H](C)CO)S2(=O)=O,1.8,-2,-65,115*

# A portion from further up:
SMILES,KDM4C inh,C diff HTS,Pf Dd2 inh,Tcruzi prolif
C[C@H]1CN([C@@H](C)CO)C(=O)c2cc(C#CCN(C)C)cnc2O[C@H]1CN(C)C(=O)c1ccc2c(c1)OCO2,3.3,-2,8,/
COCCNC(=O)C[C@H]1C[C@@H]2c3cc(NS(=O)(=O)c4ccccc4)ccc3O[C@@H]2[C@H](CO)O1,-0.4,/,18,-22
C/C=C/c1ccc([C@@H]2[C@@H](CO)N(S(=O)(=O)CC)C23CN(C(=O)CC)C3)cc1,-0.1,6,-6,/

# Entries listed so far with a COOH group (2):
SMILES,KDM4C inh,C diff HTS,Pf Dd2 inh,Tcruzi prolif
CN1C(=O)c2cc(NC(=O)c3cc(F)cc(F)c3)ccc2OC[C@H]2O[C@@H](CC(=O)O)CC[C@@H]21,-5.5,-7,-2,39
CN1C(=O)c2cc(NC(=O)C3CC3)ccc2OC[C@H]2O[C@H](CC(=O)O)CC[C@H]21,-2.0,3,5,/

# Going on with the list:
SMILES,KDM4C inh,C diff HTS,Pf Dd2 inh,Tcruzi prolif
Cc1cc(C(=O)Nc2cccc3c2O[C@H](CN(C)C(=O)Nc2c(C)noc2C)[C@@H](C)CN([C@@H](C)CO)C3=O)n(C)n1,-0.3,/,23,-15
CO[C@@H]1CN(C)C(=O)c2cc(NC(=O)Cc3ccccc3)ccc2OC[C@@H](C)N(C(=O)c2ccccc2F)C[C@H]1C,-2.8,/,-15,1
CNC[C@H]1Oc2ccc(NC(=O)Cn3cnnn3)cc2CC(=O)N([C@H](C)CO)C[C@@H]1C,3.0,-2,10,/
COCC(=O)N1CCCCN2[C@H](CO)[C@H](c3ccc(-c4cccc(C)c4)cc3)[C@@H]2C1,-0.4,-11,31,63
O=S(=O)(N[C@H]1CC[C@@H](CCn2cc(-c3ccc(F)cc3)nn2)O[C@@H]1CO)c1ccccc1F,-0.8,-8,-5,2
C[C@@H]1CN([C@H](C)CO)S(=O)(=O)c2ccc(C3=CCCCC3)cc2O[C@H]1CN(C)C(=O)Cc1ccccc1,15,1,-22,83
OC[C@H]1[C@H](c2ccc(C#CC3CCCC3)cc2)[C@@H]2CN(CCC(F)(F)F)CCCCN12,-0.3,43,-77,53
CN1CCN(C(=O)C[C@@H]2CC[C@@H]3[C@@H](COc4ccc(NC(=O)c5ccc(F)c(F)c5)cc4C(=O)N3C)O2)CC1,-0.6,3,-7,1
CN(C)C(=O)c1cccc(-c2ccc([C@H]3[C@@H](CO)N4CCCCN(C(=O)C5CCCC5)C[C@@H]34)cc2)c1,/,-4,-5,102*
C[C@H]1CN([C@@H](C)CO)C(=O)Cc2cc(NC(=O)Nc3ccc(F)cc3)ccc2O[C@@H]1CN(C)CC1CC1,0.9,-3,-7,-1
C[C@H](O)C#Cc1ccc2c(c1)O[C@H](CN(C)C(=O)CN(C)C)[C@@H](C)CN([C@H](C)CO)S2(=O)=O,0.0,1,24,4
COCC(=O)Nc1ccc2c(c1)OC[C@H](C)N(Cc1ccccc1OC)C[C@@H](C)[C@H](OC)CN(C)C2=O,-0.6,/,-65,64
CCCNC(=O)Nc1ccc2c(c1)C(=O)N(C)[C@H]1CC[C@H](CC(=O)O)O[C@@H]1CO2,5.1,-5,1,-43
COc1ccc2c3c(n(C)c2c1)[C@@H](CO)N(C(=O)c1ccc(F)cc1)CC31CCN(C)CC1,1.3,-6,17,/
CN(C)CC(=O)N1CC(=O)N2[C@H](CO)[C@@H](c3ccc(-c4ccc(C(=O)N(C)C)cc4)cc3)[C@H]2C1,0.4,-1,4,/
CN1C(=O)c2cc(NC(=O)Nc3cccc(Cl)c3)ccc2OC[C@@H]2O[C@H](CC(=O)NCCc3ccncc3)CC[C@@H]21,1.7,3,4,2
O=C(Cc1cccnc1)N1CC(=O)N2[C@H](CO)[C@@H](c3ccc(C#CC4CCCCC4)cc3)[C@@H]2C1,0.1,21,10,/
CC=Cc1ccc2n(c1=O)C[C@H]1[C@H](CO)[C@@H](C(=O)N3CCc4ccccc4C3)N[C@@H]21 (mixture of isomers),8.0,-1,/,74
NCC[C@@H]1CC[C@@H](NC(=O)C2CCC2)[C@H](CO)O1,-2.1,-2,24,77
O=C(C[C@@H]1CC[C@@H]2[C@H](COC[C@H](O)CN2S(=O)(=O)c2ccc(Cl)cc2)O1)NCC1CCCCC1,-0.5,/,-7,13
C[C@@H]1CN([C@@H](C)CO)C(=O)c2cccc(N(C)C)c2O[C@@H]1CN(C)C(=O)Nc1ccc(C(F)(F)F)cc1,-0.2,-4,-17,-53
COc1ccc(S(=O)(=O)N(C)C[C@H]2OCCCC[C@H](C)Oc3ccc(NC(=O)Nc4cccc5ccccc45)cc3C(=O)N([C@@H](C)CO)C[C@H]2C)cc1,-0.8,-10,-83*,43
CN1C[C@H]2[C@@H](c3ccccc31)[C@@H](CO)N2Cc1ccccc1Cl,2.5,0,-22,35
CO[C@H]1CN(C)C(=O)c2cc(NC(C)=O)ccc2OC[C@H](C)N(S(=O)(=O)c2cn(C)cn2)C[C@@H]1C,-1.1,/,4,8
Cc1ccc(S(=O)(=O)N(C)C[C@H]2Oc3ccc(NS(=O)(=O)c4ccc(Cl)cc4)cc3C(=O)N([C@H](C)CO)C[C@H]2C)cc1,-0.2,-3,11,100*
C[C@@H]1CCCCO[C@H](CN(C)C)[C@H](C)CN([C@@H](C)CO)C(=O)c2cc(NS(C)(=O)=O)ccc2O1,-1.3,2,30,-29
O=C(CC(F)(F)F)N1C[C@@H]2[C@H](c3ccccc31)[C@H](CO)N2C(=O)CN1CCOCC1,3.7,-2,0,20
C[C@@H]1CN([C@@H](C)CO)C(=O)Cc2cc(NC(=O)C3CC3)ccc2O[C@H]1CN(C)S(=O)(=O)c1ccccc1,2.6,1,1,-2
C[C@@H]1CCCCO[C@H](CN(C)C(=O)Nc2ccc3c(c2)OCO3)[C@@H](C)CN([C@@H](C)CO)C(=O)c2cc(NS(=O)(=O)c3cccs3)ccc2O1,0.1,-4,-66,54
O=C(C[C@@H]1C=C[C@@H](NC(=O)c2ccccc2)[C@@H](CO)O1)NCc1ccc(Oc2ccccc2)cc1,0.1,/,1,14
C[C@@H]1CN([C@H](C)CO)C(=O)c2cc(-c3ccncc3)cnc2O[C@H]1CN(C)C(=O)Cc1cccnc1,-0.2,-5,38,102
C[C@@H](NC(=O)C[C@H]1C[C@@H]2c3cc(NS(C)(=O)=O)ccc3O[C@@H]2[C@@H](CO)O1)c1ccccc1,2.2,-5,-11,/
C[C@@H]1CN([C@H](C)CO)C(=O)c2cc(NS(C)(=O)=O)ccc2O[C@@H]1CN(C)S(=O)(=O)c1ccc(F)cc1,0.2,-9,29,47
O=C(C[C@H]1CC[C@@H]2[C@H](COC[C@H](O)CN2Cc2cocn2)O1)NCc1cccc(F)c1,-2.8,0&0,/,-85
COc1ccc2c3c(n(C)c2c1)[C@@H](CO)N(S(=O)(=O)c1ccc(C)cc1)CC31CCN(S(=O)(=O)c2ccc(C)cc2)CC1,2.1,2,-85*,/
COC(=O)C[C@@H]1CC[C@@H]2[C@H](COc3ccc(NC(=O)c4cccc(Cl)c4)cc3C(=O)N2C)O1,-1.0,8,/,72
CO[C@@H]1CN(C)C(=O)c2ccc(NC(=O)c3cccc(Oc4ccccc4)c3)cc2OC[C@H](C)NC[C@@H]1C,-5.7,-5,-41,-77
C[C@H](CO)N1C[C@H](C)[C@H](CN(C)Cc2cncnc2)Oc2cc(C3=CCCC3)ccc2S1(=O)=O,4.0,4,-59,18
COc1ccccc1C#Cc1ccc2c(c1)O[C@@H](CN(C)Cc1cncnc1)[C@H](C)CN([C@@H](C)CO)S2(=O)=O,4.7,-3,-32,97
COCC(=O)Nc1ccc2c(c1)C(=O)N(C)C[C@H](OC)[C@H](C)CN(CCc1ccccc1)[C@H](C)CO2,0.0,4,1,6
CN1C(=O)c2cc(NS(C)(=O)=O)ccc2OC[C@@H]2O[C@@H](CC(=O)NCc3ccccc3)CC[C@@H]21,-2.8,-2,6,11
CN(C)C(=O)C[C@@H]1CC[C@H]2[C@H](COc3ccc(NC(=O)C4CC4)cc3C(=O)N2C)O1,1.7,-1,20,49
Cc1noc(C)c1S(=O)(=O)N(C)C[C@@H]1Oc2ccc(NS(=O)(=O)c3ccc(F)cc3)cc2CC(=O)N([C@@H](C)CO)C[C@H]1C,3.4,-6,-18,5
O=C(C[C@@H]1CC[C@@H](NC(=O)CN2CCOCC2)[C@H](CO)O1)NC1CCCCC1,-3.1,/,20,-67
O=C(Nc1cccc(Cl)c1)N[C@@H]1CC[C@H](CCNC(=O)C2CCOCC2)O[C@H]1CO,1.4,0,2,41
C[C@H](NC(=O)C[C@H]1CC[C@H]2[C@@H](COC[C@@H](O)CN2C(=O)Nc2cccc(F)c2)O1)c1ccccc1,0.5,-4,-4,9
O=C(c1cccc(F)c1)N1CC[C@H]2[C@H](CO)Nc3ccc(-c4cccc(F)c4)cc3[C@H]21,0.2,67,5,26
COc1ccc(NC(=O)N(C)C[C@H]2OCc3ccccc3-c3ccccc3C(=O)N([C@@H](C)CO)C[C@H]2C)c(OC)c1,1.2,/,11,-1
CNC(=O)C[C@@H]1CC[C@@H]2[C@@H](COc3ccc(NC(=O)c4ccc(OC)cc4)cc3C(=O)N2C)O1,-2.0,-2,6,-49
CCS(=O)(=O)Nc1ccc2c(c1)C(=O)N(C)[C@@H]1CC[C@H](CC(=O)N3CCCCC3)O[C@H]1CO2,-0.4,3,4,7
C[C@H]1CN([C@@H](C)CO)C(=O)c2cccc(NC(=O)Nc3ccc(C(F)(F)F)cc3)c2O[C@@H]1CN(C)Cc1ccc(C(=O)Nc2ccccc2N)cc1,-1.6,9,-78,/
CCCNC(=O)Nc1ccc2c(c1)C(=O)N(C)C[C@@H](OC)[C@H](C)CN(Cc1ccccc1)[C@@H](C)CO2,0.3,/,/,29
C[C@@H]1CN([C@H](C)CO)C(=O)c2cccc(NC(=O)Nc3ccc(C(F)(F)F)cc3)c2O[C@H]1CN(C)C(=O)NC1CCCCC1,/,-1,-6,49
